NTR1 agonist: agonists of NTR1, primary screen, imaging, U2OS cells, beta-arrestin-GFP, high content (AID 493036); P30989; NTR1-U2OS beta-arrestin-GFP spot imaging, agonist mode; activation, % at 20 µM; actives 0.17% (n = 330,000);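 active = activation at or above 40% of the spot to cytoplasm intensity ratio, with at least 20 cells analyzed; inconclusive = wells under 20 cells, flagged as cytotoxic or low count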;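 note: 0% = DMSO without peptide and 100% = 100 nM NTR1 peptide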
Target sequence (P30989 whole entry, looked up): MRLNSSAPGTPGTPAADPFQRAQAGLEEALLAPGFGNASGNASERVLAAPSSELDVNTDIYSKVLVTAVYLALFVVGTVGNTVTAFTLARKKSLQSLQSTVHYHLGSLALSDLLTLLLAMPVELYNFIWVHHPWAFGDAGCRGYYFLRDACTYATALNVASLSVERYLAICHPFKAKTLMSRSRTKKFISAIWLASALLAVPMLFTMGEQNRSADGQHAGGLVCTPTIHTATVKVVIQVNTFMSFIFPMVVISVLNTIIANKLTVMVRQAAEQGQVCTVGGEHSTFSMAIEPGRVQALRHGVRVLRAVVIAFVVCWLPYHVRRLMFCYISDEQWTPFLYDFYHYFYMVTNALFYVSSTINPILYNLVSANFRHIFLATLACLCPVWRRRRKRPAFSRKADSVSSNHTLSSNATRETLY
MgcRacGAP inhibition: MgcRacGAP GTPase-activating activity inhibitors, confirmation, biochemical, ADP Hunter fluorescence | inhibition, % at 30 µM; hits with a dose series show IC50 in µM | actives 0.6% (n = 340,000) | MgcRacGAP-stimulated Rac1 GTP hydrolysis, ADP Hunter fluorescence; higher % means a stronger effect; GST-tagged Rac1 F28L mutant substrate;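 active = first-screen hits whose inhibition reached a set limit at any dose in the follow-up dose series; inconclusive = inhibition above the set first-screen limit but never retested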;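 note: fluorescence reports GDP produced by GAP-driven GTP hydrolysis; strong numbers were not always called active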
PhoP inhibition: PhoP-dependent GFP reporter repression – Salmonella Typhimurium, primary screen (AID 1863) | S. Typhimurium PhoP-regulated promoter GFP reporter, 4 h; higher % means a stronger effect | actives 0.16% (n = 300,000) | one-dose inhibition, % at 50 µM; IC50 in µM for titrated hits;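 active = inhibition over 29.93%, a cutoff 3 SD above the screen mean, later confirmed by dose response; inconclusive = inhibition over 29.93% but no dose response follow-up; inactive = inhibition at most 29.93% or unconfirmed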;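 note: 0% = low Mg2+ inducing control and 100% = high Mg2+ repressing control; strong numbers were not always called active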
K1F lysis inhibition: protection from phage-mediated lysis, alamar blue read-out – E. coli UTI89, K1F phage, bacterial capsule biogenesis inhibitors (AID 488966); inhibition, % at 100 µM, or IC50 in µM where a hit was titrated; actives 0.02% (n = 340,000); E. coli UTI89 K1F phage lysis, alamar blue, 2 h; higher % means a stronger effect;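 active = phage lysis inhibition, versus mean bacterial control, above a set limit; inconclusive = no clear call, values can overlap the other calls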;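 note: capsule biogenesis inhibitors block K1F phage lysis so surviving cells raise fluorescence; higher fluorescence means more inhibition of phage lysis; actives were called in the ten point dose series up to 300 µM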
West Nile virus CPE: inhibition of WNV-induced cytopathic effect – cell-based, CPE readout (AID 1621). actives 0.02% (n = 290,000). CPE inhibition, % at 10 µM; hits with a dose series show IC50 in µM. West Nile virus-infected cells, CPE inhibition; higher % means a stronger effect; in the data active = a potency from the dose series; inconclusive = CPE inhibition mostly from about 3.7% at the one dose, without a potency; inactive = the rest, 99 in 100 with CPE inhibition below about 2.2%; note: strong numbers were not always called active
Large T inhibition: TAg ATPase/helicase activity blockers – biochemical (AID 1903) | SV40 large T antigen ATPase/helicase inhibition assay; higher % means a stronger effect | inhibition, % at 20 µM; hits with a dose series show IC50 in µM | actives 0.39% (n = 310,000); in the data active = a potency from the dose series; inconclusive = inhibition mostly from about 32% at the one dose, without a potency; inactive = the rest, 99 in 100 with inhibition below about 32%; note: strong numbers were not always called active
T cell HTS: modulates CD8 T cell binding to vesicles. AID 2052. 2C CD8+ T cell-vesicle binding, flow cytometry; active compounds read low. calls only at 7 µM. actives 0.068% (n = 330,000);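 active = response, share of CD8 T cells binding vesicles, and their 90th percentile fluorescence all below set limits, cut at about 80% in these data, passing the limit was not always enough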
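Benchmarks: naked versus QL9-loaded vesicles / Assay system: purified 2C TCR transgenic mouse naive CD8+ T cells / Technique: high-throughput flow cytometry with anti-B7-1 and anti-CD8 staining / Timing: Cell–vesicle co-incubation 1.5 h at 37 °C, staining 20 min on ice / Read-out: percent CD8+ FL2 mean versus row control / Probe or stimulus: QL9-loaded Drosophila micro-vesicles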
NS5 inhibitors: flavivirus cap methylation enzyme inhibition – biochemical, confirmation dose response, primary screen (AID 588689); Dengue-2 NS5 methyltransferase capping enzyme assay, biochemical; higher % means a stronger effect; one-dose inhibition, % at 25 µM; IC50 in µM for titrated hits; actives 0.3% (n = 340,000); in the data active = a potency from the dose series; inconclusive = inhibition above about 29% without an active follow-up result
RSV antiviral HEp-2: RSV antiviral activity via CPE protection, HEp-2 cells, primary 10 µM value included (AID 2391); HEp-2 cells, RSV-induced CPE inhibition; higher % means a stronger effect; CPE inhibition, % at 10 µM; hits with a dose series show IC50 in µM; actives 0.13% (n = 310,000); in the data active = a potency from the dose series; inconclusive = CPE inhibition mostly from about 23% at the one dose, without a potency; inactive = the rest, 99 in 100 with CPE inhibition below about 21%; note: strong numbers were not always called active
T cell HTS vesicle-bound %: further read-out of T cell HTS, marked with its call; double positive events, %; measured here: CD8+ vesicle-bound cell fraction;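 binding gate set so that unloaded-vesicle control wells show 10% double positive cells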
NTR1 agonist cell count 20 µM: further read-out of NTR1 agonist, marked with its call; cell count; measured here: cell count, cytotoxicity flag
NS5 inhibitors pilot replicate: further read-out of NS5 inhibitors, marked with its call; inhibition, %; measured here: pilot screen replicate inhibition
* = called active by the depositor; i = inactive; u = inconclusive; x = not tested or not shown; [ ] = another dose, or the depositor's remark.

Preview:
SMILES | NTR1 agonist | NTR1 agonist cell count 20 µM | MgcRacGAP inhibition | PhoP inhibition | K1F lysis inhibition | West Nile virus CPE | Large T inhibition | T cell HTS | T cell HTS vesicle-bound % | NS5 inhibitors | RSV antiviral HEp-2 | others
FC(F)(F)c1nc(Oc2ccccc2)c2ccccc2n1 | 0.4 | 52 | 2% | -4% | 1.3%[50 µM] | 0.0% | 5% | i | 26 | 0% | 0.7%
CC(C)c1ccc(Nc2nnc(SCC(=O)NCC3CCCO3)s2)cc1 (stereo not given) | 4.6 | 42 | 11% | x | -2.4% | x | x | i | 54 | -1% | x

The whole of this part, previewed entries included:
SMILES | NTR1 agonist | NTR1 agonist cell count 20 µM | MgcRacGAP inhibition | PhoP inhibition | K1F lysis inhibition | West Nile virus CPE | Large T inhibition | T cell HTS | T cell HTS vesicle-bound % | NS5 inhibitors | RSV antiviral HEp-2 | others
FC(F)(F)c1nc(Oc2ccccc2)c2ccccc2n1 | 0.4 | 52 | 2% | -4% | 1.3%[50 µM] | 0.0% | 5% | i | 26 | 0% | 0.7%
CC(C)c1ccc(Nc2nnc(SCC(=O)NCC3CCCO3)s2)cc1 (stereo not given) | 4.6 | 42 | 11% | x | -2.4% | x | x | i | 54 | -1% | x
CC(=O)Nc1ccc(S(=O)(=O)NC(C)c2nc(-c3ccccc3)no2)cc1 (stereo not given) | -3.0 | 38 | 6% | 7% | 0.0% | -0.4% | 2% | i | 13 | -2% | -0.4%
CCOc1ccccc1CN1C(=O)NC2(CCCCCC2)C1=O | -0.4 | 46 | 4% | -3% | 0.1% | 0.2% | -25% | i | 51 | -5% | 0.8%
CC(C)OC(=O)c1ccc(COC(=O)c2cnccn2)cc1 | 1.3 | 63 | 7% | -4% | -0.8% | 0.0% | 5% | i | 54 | -1% | 0.6%
O=C(c1ccccc1F)N1CCN(S(=O)(=O)c2ccc3c(c2)OCCO3)CC1 | -4.6 | 61 | -4% | 6% | -4.1% | -0.4% | 0% | i | 67 | -1% | -0.2%
COc1ccc(N(CC(=O)Nc2ccccc2OC)S(=O)(=O)c2ccc(OC)c(OC)c2)cc1 | 2.3 | 70 | 10% | 9% | 0.3% | 0.5% | 6% | i | 50 | 3% | 3.0%
C=CC[C@@]12C=C(OC)C(=O)C(OC)=C1O[C@H](c1ccc3c(c1)OCO3)[C@H]2C | -0.7 | 90 | 1% | 7% | 0.1% | -0.8% | 12% | i | 38 | -6% | x
COc1cccc(NC(=O)CCc2nnc3ccc(NCc4ccco4)nn23)c1 | -0.7 | 52 | 9% | -3% | 1.1% | 1.6% | 17% | i | 10 | -5% | 1.4%
O=S(=O)(NC1CC1)c1ccc(S(=O)(=O)N2CCCC(c3nc(-c4cccnc4)no3)C2)cc1 (stereo not given) | 5.1 | 57 | 0% | -17% | -1.8% | -0.9% | -2% | x | x | -7% | -0.3%
O=C(c1ccc2nc(Cc3cccc(Cl)c3)oc2c1)N1CCC(O)CC1 | 1.3 | 79 | 6% | 0% | 1.9%[50 µM] | -0.5% | 23% | i | 70 | 5% | 2.6%
N#CC(c1ccc(O)cc1)c1ncc(C(F)(F)F)cc1Cl (stereo not given) | 1.1 | 39 | -1% | 0% | -1.6% | 0.1% | -3% | i | 43 | 2% | -0.3%
O=C(O)c1cc(Cl)c2ccccc2c1O | 7.4 | 94 | 14% | -4% | -0.5% | -0.1% | 17% | i | 26 | 20% | 0.9% | NS5 inhibitors pilot replicate=0.0
CC(C)N1CCC2(CC1)C(C#N)=C(N)NC(S)=C2C#N | -1.4 | 92 | x | -21% | x | 0.6% | 12% | i | 41 | x | -1.2%
CC(=O)N1CCc2c(sc(NC(=O)CCS(=O)(=O)c3ccccc3)c2C(N)=O)C1 | 1.0 | 43 | 8% | -2% | -0.2% | -0.4% | 22% | i | 39 | 2% | -0.5%
Cc1nnc2sc(SCc3ccc(Cl)cc3)nn2c1=O | 4.1 | 55 | 6% | -11% | 1.3%[50 µM] | -0.5% | 8% | i | 0 | -5% | -0.3%
O=C(OCc1nc2ccccc2s1)C1CCN(C2=NS(=O)(=O)c3ccccc32)CC1 | 2.4 | 94 | 6% | 2% | 0.4% | 0.5% | 4% | i | 26 | 3% | 0.1% | NS5 inhibitors pilot replicate=-2.4
CCCN(CCC)CCCNC(=O)C1CCC(CNS(=O)(=O)c2cccc3nsnc23)CC1 (stereo not given) | 1.4 | 95 | 11% | -4% | 0.5% | 0.0% | 1% | i | 27 | -4% | 0.0%
COc1ccccc1CN(C(=O)CNC(=O)c1ccco1)C(C(=O)NCC1CCCO1)c1ccccc1 (stereo not given) | 0.0 | 50 | 2% | -6% | -0.2% | 2.3% | 13% | i | 26 | -10% | -0.3%
COc1ccc(CNc2ccc(S(N)(=O)=O)cc2)c(OC)c1OC | 1.2 | 69 | -7% | 2% | -0.8% | -0.2% | -1% | i | 10 | -2% | 0.1%
Cc1ccccc1C(=O)N/N=C/c1ccccn1 | -0.3 | 68 | 9% | 21% | 0.2% | 0.3% | 4% | i | 52 | 3% | 1.3%
O=C(CN1CCOCC1)NNc1nc(-c2ccccc2)c2cc(Br)ccc2n1 | -0.3 | 41 | -25% | -6% | -0.4% | -1.1% | 3% | i | 13 | -12% | 0.9%
COc1ccc2[nH]c3c(c2c1)CCN1C(=O)C(CC(=O)NCc2cccc(C(F)(F)F)c2)C[C@H](C(=O)N2CCCCC2)[C@@]31CCc1ccccc1 (stereo not given in full) | 0.8 | 53 | 1% | x | 0.2% | x | x | x | x | -3% | x | NS5 inhibitors pilot replicate=-3.1
COc1ccccc1N1CCN(C(=O)c2ccc3c(Cl)c4c(nc3c2)CCCC4)CC1 | 16 | 92 | -3% | -9% | -1.4% | 0.8% | 15% | i | 7 | 0% | 17%
COc1cc(NC(=O)c2ccnnc2)cc(C(=O)Nc2cccc(C(F)(F)F)c2)c1 | -2.4 | 47 | 7% | -1% | 2.3% | -0.2% | 9% | i | 30 | -8% | 0.8%
COc1ccc(N(CC(=O)NN=C2CCCC2)S(=O)(=O)c2ccccc2)cc1 | -1.7 | 48 | 5% | 9% | 5.0% | -0.5% | 1% | i | 8 | -3% | 0.4%
COc1ccc(NS(=O)(=O)c2cccs2)cn1 | 1.7 | 54 | 13% | 8% | -2.9% | 0.0% | 5% | i | 19 | -1% | 2.2%
CCn1cc(C(=O)NCCCN2CCCC2)c(=O)c2cc(S(=O)(=O)N3CCc4ccccc4C3)ccc21 | -0.7 | 25 | -10% | -4% | -0.7% | x | 3% | i | 34 | 0% | -2.4%
Cc1[nH]c2ccccc2c1/C=C/c1nc2ccccc2c(=O)n1-c1ccc([N+](=O)[O-])cc1 | 1.3 | 53 | -3% | -5% | -1.3% | -0.1% | 4% | i | 50 | -1% | 7.0%
COc1ccc(N=C(c2ccccc2)c2c(C)[nH]n(-c3ccccc3)c2=O)c(OC)c1 | 3.4 | 51 | 15% | 1% | 0.1% | -0.8% | 12% | i | 24 | -10% | u
COc1ccc(NC(=O)C(CCSC)NC(N)=O)cc1NS(=O)(=O)c1ccc(F)cc1 (stereo not given) | 1.6 | 31 | 0% | 4% | -0.5% | -0.5% | 0% | i | 46 | -1% | -0.5%
C/C(=C1/C(=O)N(c2ccc([N+](=O)[O-])cc2)N=C1c1ccccc1)N(C)C | 0.4 | 71 | x | -4% | x | 0.4% | 0% | x | x | x | 5.0%
CSc1nnc(C)c(=O)n1COC(=O)c1ccc(S(=O)(=O)N2CCOCC2)cc1 | 1.1 | 46 | 15% | 10% | 3.3%[50 µM] | 0.0% | -3% | i | 10 | -3% | -0.3%
C#CCOCCOCCOCCNc1nc(N2CCN(C(=O)[C@H](CCCN=C(N)N)n3cc(C(N)[C@@H](C)CC)nn3)CC2)nc(N2CCN(C(=O)[C@H](CCC(=O)O)n3cc([C@@H](N)CCCCN)nn3)CC2)n1 (stereo not given in full) | -2.4 | 64 | 14% | x | 0.6% | x | x | i | 18 | -2% | x
N#CCNC(=O)C1c2ccccc2Oc2ccccc21 | 1.7 | 82 | 5% | 2% | -0.8% | -0.1% | 3% | i | 64 | -1% | 3.1%
CCOC(=O)C1CCN(c2c(NCCN3CCCCC3C)c(=O)c2=O)CC1 (stereo not given) | -0.4 | 71 | 4% | -12% | 0.2% | 0.0% | 1% | i | 26 | -5% | 1.5%
O=c1c2c3c(sc2nc2n1CCC2)CCC3 | -0.5 | 25 | 15% | 7% | 0.9% | 0.7% | 10% | i | 44 | -8% | 1.4%
O=S(=O)(Nc1ccccn1)c1ccc(Cl)c2ccccc12 | 0.2 | 54 | 7% | 1% | -1.2% | 0.0% | 9% | i | 53 | 1% | 0.7%
CC(C)C(NC(=O)C(NC(=O)C1O[C@@H]2OC(C)(C)O[C@@H]2[C@H]2OC(C)(C)O[C@@H]12)C(C)C)C(=O)O (stereo not given in full) | -1.1 | 68 | 3% | 9% | -0.1% | 1.0% | 15% | i | 62 | 5% | 0.6%
COc1ccc(CNC(=O)CN2CCN(c3ccccc3O)CC2)cc1OC | -0.3 | 85 | 5% | 5% | 0.6% | -0.8% | 8% | i | 71 | -6% | 0.5%
CN(C)c1nc(N/N=C/c2ccccc2O)nc(Nc2ccc(F)cc2)n1 | 26 | 51 | 5% | -9% | 0.9% | -0.2% | 7% | i | 50 | 4% | -4.5%
CC(=O)OCCc1c2ccccc2c(CCCN(C)C)c2ccccc12 | -0.9 | 51 | 4% | x | 0.5% | x | 10% | i | 30 | 6% | -2.9%
Cc1csc(N(C(=O)c2ccccc2F)c2ccccc2)n1 | -0.6 | 34 | 7% | -9% | -0.1% | 0.1% | 0% | i | 17 | 0% | -1.2%
CC(=O)Nc1ccc(NC(=O)CCCN2C(=O)c3ccccc3C2=O)cc1 | 0.9 | 65 | -6% | -1% | 0.0% | 0.4% | 2% | i | 34 | 7% | 2.8%
CC(=O)c1nnn(-c2cccc([N+](=O)[O-])c2)c1C | -0.3 | 35 | 2% | -5% | -0.6% | 0.1% | 8% | i | 66 | -8% | -0.6%

Bioassay records: PubChem, several laboratories
